GAA850 FXN act: increases GAA850 frataxin promoter reporter activity; HEK293 lucGAA850 FXN promoter luciferase reporter, 24 h; percent of 10 µM SAHA response; activation, % at 6 µM; actives 0.56% (n = 360,000);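 active = activation above the average of all compounds screened plus 3 SD, cutoff fixed separately per campaign, cut at about 7.5% in these data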;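 note: 0% = DMSO wells and 100% = 10 µM SAHA wells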
ADAM10 inh: inhibitors of human ADAM10; O14672; recombinant ADAM10, EDANS/DABCYL FRET peptide cleavage, 3 h; inhibition, % at 7 µM; actives 0.62% (n = 370,000); AID 720582;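 active = inhibition above a per-campaign cutoff equal to the mean of compounds falling between control-based bounds plus 3 SD, cut at about 20% in these data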;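 note: 0% = DMSO wells while the 100% control is not disclosed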
Target sequence (O14672 214-748 limits assumed): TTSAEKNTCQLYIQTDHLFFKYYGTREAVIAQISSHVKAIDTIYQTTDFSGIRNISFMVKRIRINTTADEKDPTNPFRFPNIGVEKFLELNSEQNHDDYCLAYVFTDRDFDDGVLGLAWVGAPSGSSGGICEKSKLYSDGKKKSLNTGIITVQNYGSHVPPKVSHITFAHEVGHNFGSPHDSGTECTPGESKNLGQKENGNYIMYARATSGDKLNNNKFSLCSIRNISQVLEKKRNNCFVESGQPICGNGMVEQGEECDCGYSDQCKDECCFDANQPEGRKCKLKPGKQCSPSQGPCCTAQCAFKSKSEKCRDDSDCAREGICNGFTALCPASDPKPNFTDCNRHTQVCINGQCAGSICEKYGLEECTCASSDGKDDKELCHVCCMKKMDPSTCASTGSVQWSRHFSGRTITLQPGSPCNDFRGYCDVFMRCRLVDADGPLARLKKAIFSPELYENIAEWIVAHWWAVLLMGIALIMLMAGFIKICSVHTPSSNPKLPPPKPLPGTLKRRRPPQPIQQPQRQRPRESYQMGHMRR
GC-A act: GC-A (human) enzyme activation. AID 1671463. actives 0.14% (n = 370,000). activation, % at 10 µM. HEK293 GC-A cells, cGMP TR-FRET, EC30 ANP; 0% at EC30 ANP, 100% saturating ANP. P16066; in the data active = activation above about 40%
hcDAF12 agonist: activates DAF-12 receptor from parasite H. contortus. HEK293 hcDAF-12 lit1-tk-luc reporter, luminescence; 0% DMSO, 100% Δ7-dafachronic acid. actives 1.4% (n = 370,000). AID 652067. activation, % at 6.8 µM;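 active = activation above the mean of all tested compounds plus 3 SD, cut at about 5.5% in these data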;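 note: 100% = response to 3 µM Δ7-dafachronic acid high control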
NPR2 activator: GC-B (human) receptor activation. HEK293-GC-B cells, CNP EC30, cGMP TR-FRET; 0% at EC30 CNP, 100% saturating CNP. activation, % at 10 µM. actives 0.11% (n = 370,000). AID 1920062;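 active = activation at 10 µM reaching about 35% in either raw or pattern-adjusted values, limit read from the data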
SMARCA2 act: increases SMARCA2 function in MMTV reporter cells. MG213 cells, MMTV-luciferase reporter, dexamethasone, overnight. activation, % at 9.1 µM. actives 1% (n = 370,000); in the data active = activation above about 7.8%;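 note: 0% = vehicle wells and 100% = reference activator wells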
HGIII-sPLA2 inh: Blocks human group III sPLA2 activity; Q9NZ20; QFRET BODIPY PC-A2 liposome hydrolysis, fluorescence; inhibition, % at 12.2 µM; actives 0.56% (n = 370,000); AID 743126;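 active = inhibition above mean plus 3 SD of compounds lying within the high and low control bounds, cut at about 19% in these data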;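 note: 0% = median of test compound wells and 100% = no enzyme DMSO wells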
Target sequence (Q9NZ20 whole entry, looked up): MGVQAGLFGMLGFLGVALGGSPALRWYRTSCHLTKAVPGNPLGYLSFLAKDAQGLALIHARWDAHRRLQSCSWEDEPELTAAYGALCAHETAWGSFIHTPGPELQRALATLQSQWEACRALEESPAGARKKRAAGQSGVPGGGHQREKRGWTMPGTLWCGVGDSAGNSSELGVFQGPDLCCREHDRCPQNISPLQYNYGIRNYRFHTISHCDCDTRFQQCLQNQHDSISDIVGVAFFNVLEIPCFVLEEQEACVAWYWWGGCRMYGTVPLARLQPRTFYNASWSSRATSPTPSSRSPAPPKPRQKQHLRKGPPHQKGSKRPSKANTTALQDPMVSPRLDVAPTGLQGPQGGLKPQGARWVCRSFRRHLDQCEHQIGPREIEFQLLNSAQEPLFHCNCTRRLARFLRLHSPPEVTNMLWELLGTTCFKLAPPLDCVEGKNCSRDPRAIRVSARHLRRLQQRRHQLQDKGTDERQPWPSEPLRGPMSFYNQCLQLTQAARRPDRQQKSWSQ
hgDAF12 agonist: activates the H. glycines DAF-12 receptor ligand-binding domain; HEK293 GAL4-hgDAF12 UAS-luciferase reporter, agonist luminescence; normalized to butyrate control; AID 687014; actives 1.8% (n = 370,000); activation, % at 6.8 µM;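 active = activation above a cutoff set at the mean of all screened compounds plus 3 SD, cut at about 10% in these data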;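 note: 0% = DMSO wells and 100% = sodium butyrate wells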
ssDAF-12 act: activators of S. stercoralis DAF-12 nuclear receptor; activation, % at 6.8 µM; HEK293 ssDAF-12/GRIP1 lit1-tk-luc reporter, luminescence; % of 3 µM dafachronic acid response; actives 1% (n = 370,000); AID 652126;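 active = activation above the mean over all tested compounds plus 3 SD, cut at about 0.9% in these data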;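 note: 0% = DMSO-only wells and 100% = 3 µM delta7-dafachronic acid wells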
DAX1 inh-1: inhibits human nuclear receptor DAX1. inhibition, % at 6.75 µM. AID 504766. HEK293 Gal4-DAX1 luciferase reporter, luminescence. actives 0.99% (n = 340,000). P51843;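 active = inhibition above the mean over all tested compounds plus 3 SD, cut at about 4.2% in these data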;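 note: 0% = DAX1-transfected cells with DMSO and 100% = empty-vector control cells with DMSO; inhibition shows as a rise in luminescence from relieved DAX1 repression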
DAX1 inh-2: inhibitors of DAX1 repression of SF-1 activated StAR promoter; HEK293T StAR-luciferase reporter, SF-1/DAX-1 repression relief; inhibition, % at 6.8 µM; AID 652010; actives 1.1% (n = 370,000);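 active = inhibition above the mean over all tested compounds plus 3 SD, cut at about 3.6% in these data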;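 note: 0% = DAX-1 cells with DMSO and 100% = cells lacking DAX-1 with DMSO; higher inhibition means more luminescence from relief of DAX-1 repression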
The depositor's hits bear a star; i = inactive; . = not tested or not shown; & = joins results of further samples. An unsorted share of the library; 6.6% or so of the library scored in one or more.

Under each structure: GAA850 FXN act	ADAM10 inh	GC-A act	hcDAF12 agonist	NPR2 activator	SMARCA2 act	HGIII-sPLA2 inh	hgDAF12 agonist	ssDAF-12 act	DAX1 inh-1	DAX1 inh-2
COc1cc(C(C)=O)ccc1OCC(O)CNCC1(N2CCCCC2)CCCCC1 (configuration not stated)
 : -0.3	-10	-7	1.0	6	0	10	0.2	-2.1	0.7	0.2
COc1cccc(CNC(=O)CCc2nc3cc(S(=O)(=O)N4CCOCC4)ccc3n2C)c1
 : 3.9	1	1	3.1	-2	-2	5	0.4	-1.3	2.4	0.7
O=c1c2ccccc2nc(CSc2ncnc3nc[nH]c23)n1-c1cccc(C(F)(F)F)c1
 : -0.6	2	-2	0.2	-1	-4	-18	-0.4	-1.2	0.6	-0.3
Cc1cccc(NC(=O)c2ccc(NC(C)c3ccccc3)c([N+](=O)[O-])c2)n1 (configuration not stated)
 : -0.9	-4	-1	-1.8	1	-3	-1	0.5	-1.6	0.9	-0.8
Cc1ccc(S(=O)(=O)CCC(=O)OCC(=O)N2CCN(c3ccccc3)CC2)cc1
 : 0.5	-2	-4	1.5	-1	-1	-8	1.6	-1.1	0.1	-0.2
N#CCCn1cc(C(=O)Nc2ccccn2)c(-c2ccccc2)n1
 : -0.4	-4	-1	0.0	4	-4	10	-2.0	-1.4	1.8	-0.2
Cc1ccc(S(=O)(=O)N(CC(=O)Nc2cccc(C)c2C)C(=O)N2CCN(C)CC2)cc1
 : 0.9	-8	1	0.1	-1	-1	1	0.2	0.2	0.9	-0.8
CCOC(=O)Cn1cc(C(=O)c2cccs2)c2ccccc21
 : 2.4	2	0	-1.4	4	0	-6	-3.5	-0.9	-0.2	-0.5
O=P(Cc1ccccn1)(c1ccccc1)c1ccccc1
 : -3.3	3	-1	-1.1	-7	-2	6	0.7	-1.2	-1.1	0.9
O=C(NCC1CCCO1)c1ccc2c(c1)N(Cc1ccccc1)CCS2 (configuration not stated)
 : 0.2	i	4	-2.3	2	-2	-4	1.4	-1.3	0.1	-1.1
CC1CCc2nc(NC(=O)C3CC3)sc2C1 (configuration not stated)
 : 1.7	0	7	3.7	-2	5	-7	5.9	-0.3	0.7	1.8
CCn1c(O)c(N=NC(=O)CNC(=O)c2ccco2)c2ccccc21
 : 0.8	-3	-5	-1.8	-12	0	2	-3.0	-2.2	-0.1	-0.1
CC(CCc1ccccc1)NC(=O)c1cccc(F)c1 (configuration not stated)
 : 0.2	7	-2	-2.0	3	-4	3	-1.7	-1.3	-1.0	-0.3
O=S(=O)(Nc1cccnc1)c1cccs1
 : -0.2	-9	-5	-1.4	2	-2	-1	0.3	-0.3	0.3	-1.1
CCn1cc(C(=O)Nc2ccc(C)c([N+](=O)[O-])c2)cn1
 : 3.0	-9	-1	4.2	2	-2	8	-0.9	-0.6	-1.1	-0.4
CN1OC[C@@H]2C(=O)N3CCc4c([nH]c5ccccc45)[C@@H]3C[C@@H]21
 : 1.9	i	3	2.9	-1	-3	6	4.2	-0.4	-0.7	0.4
COc1cc(/C=C(/C#N)c2ccc(F)cc2)ccc1OCc1ccc(C(=O)O)o1
 : -2.5	-1	4	0.3	-3	-2	-31	0.1	-1.5	0.9	-0.3
CC(=O)N1CCOCCOCCOCC1
 : 0.6	0	0	1.6	2	-1	-4	-0.1	-1.1	0.3	0.0
Cc1c(CC(=O)N2CCN(C(=O)C3COc4ccccc4O3)CC2)c(=O)oc2cc(O)ccc12 (configuration not stated)
 : 0.8	i	6	-2.3	-1	-2	-12	-2.5	-1.1	-0.2	-0.4
CCCCCCN1CCN(C2CN(Cc3cn(Cc4cc(C)cc(C)c4)nn3)S(=O)(=O)C2)CC1 (configuration not stated)
 : .	-14	3	-3.0	-6	-4	-8	-5.7	-1.3	.	-2.5
Fc1ccc(SCCc2ccncc2)cc1
 : 1.2&-0.1	12&10	8&3	-1.6&-1.6	4&-2	-4&6	12&3	0.9&0.0	-1.7&-1.1	0.4&0.3	0.0&-1.1
COc1ccccc1C(C)N(C)Cc1nc(COc2ccccc2)no1 (configuration not stated)
 : 1.8	3	3	-0.9	-1	0	-5	-1.8	-1.6	0.8	0.0
Cc1cc(C)nc(N(C#N)Cc2ccc([N+](=O)[O-])cc2)n1
 : 1.0	3	3	-0.6	-9	1	-1	0.3	-1.0	0.1	-1.0
O=C(NC1CCCC1)c1cc2nc(-c3ccccc3)cc(-c3ccccc3)n2n1
 : 0.2	-14	3	-2.3	1	-1	-2	4.2	-1.4	-0.4	-0.8
CC12CCC(C/C1=N/NC(=O)Nc1ccccc1)C2(C)C (configuration not stated)
 : 2.3	1	6	1.0	5	-1	8	5.1	-1.1	-0.2	-0.2
COc1cccc(NC(=O)C2C3C=CC(C3)C2C(=O)O)c1 (configuration not stated)
 : -0.6	6	-2	-0.6	0	0	1	3.4	-0.9	3.1	-0.1
O=S(=O)(c1ccccc1)N1CCN(C/C=C/c2ccccc2)CC1
 : 0.7	-7	3	-2.6	3	-3	-10	0.8	-1.2	0.2	-1.2
COc1ccc(OC)c(N=CC2=C(O)CC(C)(C)CC2=O)c1
 : 4.0	-32	4	-1.4	-1	0	-1	-1.1	-1.2	-0.1	0.1
COc1ccc(-c2nnc(Nc3ccc(OC)c(C(=O)N4CCCCC4)c3)c3ccccc23)cc1
 : 0.3	12	6	0.2	7	-3	-9	-0.9	-1.0	-1.1	-0.9
Cc1ccc(S(=O)(=O)N2CCCCC2)cc1C(=O)Nc1cccnc1
 : 1.2	9	2	-0.9	3	0	-2	-0.1	-0.8	-0.7	0.4
Cc1ccc(OCCNS(=O)(=O)c2ccc(N3CCCC3=O)cc2)cc1
 : 0.9	3	0	-1.0	3	-3	5	-0.4	-1.2	-1.2	-1.8
C#CCN(C[C@H]1[C@H](OC(=O)NCCCCCC)[C@H](OC(=O)NCCCCCC)C[C@H]2C(=O)N(c3ccccc3)C(=O)[C@@H]12)S(=O)(=O)c1ccc(C)cc1
 : -0.8	2	1	-0.6	5	-2	-5	0.2	-0.4	0.6	-0.4
CCOC(=O)N1CCN(C(=O)/C(=C/c2ccc(Br)cc2)NC(=O)c2ccc(OC)cc2)CC1
 : -2.0	3	29	-0.8	-5	1	-15	-0.1	-1.4	0.7	1.5
Cc1c(OCC(=O)NC(Cc2c[nH]c3ccc(O)cc23)C(=O)O)ccc2c3c(c(=O)oc12)CCC3 (configuration not stated)
 : 0.8	-24	5	-2.2	-3	2	-9	2.9	-0.7	1.8	-0.2
O=C(COC(=O)CNC(=O)c1ccc(Cl)cc1Cl)NC(=O)NCc1ccccc1
 : -0.5	12	9	0.6	2	-2	14	0.7	-0.6	0.4	1.0
O=C(CNC(=O)c1ccccc1Br)Nc1cccc(S(=O)(=O)Nc2ccccc2Cl)c1
 : 0.6	-3	-4	-0.4	2	-3	-21	-2.9	-1.1	0.8	0.1
Cc1cc(C(=O)NNc2ccc(Cl)cc2)no1
 : -0.6	-8	2	-2.1	4	-2	-1	-2.9	-1.7	1.6	0.2
Cc1ccc(S(=O)(=O)N2CCN(C(=O)Cn3c(=O)oc4ccccc43)CC2)cc1
 : 3.1	-9	-3	3.9	0	3	-1	10	1.0*	0.9	2.0
CC(C)[C@H](NC(=O)c1ccccc1)C(=O)OCC(=O)Nc1ccc2c(c1)OCCO2
 : 0.8	0	1	-2.1	2	0	-7	-0.3	-1.4	0.5	-0.8
COc1cccc(CN(C)C(=O)CSC(C)C(=O)Nc2cc(C)on2)c1OC (configuration not stated)
 : 1.4	-4	0	-1.9	-1	-1	6	0.7	-1.0	1.1	-1.0
COC(=O)c1ccccc1Nc1cc(C)nc2nc(C)nn12
 : 0.2	-7	4	-0.8	-1	1	-2	2.9	-1.3	-1.8	-0.4
COC(=O)c1sccc1NC(=O)CC1C(=O)NCCN1C(=O)c1ccccc1 (configuration not stated)
 : 1.2	1	0	-1.5	1	-1	0	-3.2	-1.4	-0.1	0.1
CC1(C)CN(c2ccccc2)N(C(=O)c2ccc(C#N)cc2)C1=O
 : 2.0	6	3	-1.2	4	2	-1	-2.9	-1.8	-0.3	-1.5
COc1cc(OC)c2c(c1)OC(c1ccc(OC)c(OC)c1)C(O)C2=O (configuration not stated)
 : -0.3	-27	-3	-3.8	-7	-3	18	-2.6	-1.7	0.2	0.2
C=CCN(c1nc(C)c(Br)c(OC)n1)S(=O)(=O)c1ccc(C)cc1
 : 0.4	9	-32	-1.0	-24	-2	-2	-1.1	-1.1	2.2	-0.5
O=C1CCCC/C1=N\Nc1ccc(OCc2ccccc2)cc1
 : 3.5	2	1	-0.6	-3	4	-3	4.4	-1.2	-0.9	0.7
Cc1ccc(C2(COC(=O)C(C)C)CO2)c(OC(=O)C(C)C)c1 (configuration not stated)
 : -2.6	-7	3	0.4	3	2	-5	2.3	-1.7	4.6*	0.2
COc1ccc(NS(=O)(=O)c2ccc(OC)c3ccccc23)cn1
 : 1.4	-3	-11	-1.6	-13	-3	-23	2.1	-1.0	-0.5	-0.7
NNC(=O)c1ncoc1-c1ccc(Cl)cc1
 : 1.4	-2	1	-1.6	0	-4	-3	0.5	-1.2	1.0	0.1
COc1ccc(OCC(O)CN(C2CCCCC2)C2CCCCC2)cc1 (configuration not stated)
 : -1.2	1	-5	-0.2	-8	-3	3	2.8	-0.9	2.3	-0.3

Further structures.
Under each structure: GAA850 FXN act	ADAM10 inh	GC-A act	hcDAF12 agonist	NPR2 activator	SMARCA2 act	HGIII-sPLA2 inh	hgDAF12 agonist	ssDAF-12 act	DAX1 inh-1	DAX1 inh-2
O=C(CSc1nc(-c2ccco2)cc(C(F)(F)F)n1)NCCc1ccccc1
 : 0.5	-66	-10	-1.1	-14	-1	-4	0.1	-1.5	0.3	-0.1
NC1=C(Br)C(=O)c2ccccc2C1=O
 : 1.6	2	-1	-0.9	-3	-3	12	-4.6	-1.4	-1.9	-1.5
CCOC(=O)C1(Cc2cccc(OC)c2)CCCN(C(=O)CCSC)C1 (configuration not stated)
 : 1.9	-10	1	0.5	-6	4	19*	3.1	0.0	1.1	0.6
O=C(NNc1c2ccccc2nc2ccccc12)c1ccc(O)cc1O
 : 1.8	-390	14	-1.4	6	2	0	0.5	-1.3	-0.7	-0.9
CCCCN(CC)CCCNC(=O)c1cn(CC)c2ccc(S(=O)(=O)N3CCc4ccccc4C3)cc2c1=O
 : 1.7	-4	-2	-0.2	-4	5	-11	-0.2	-1.0	-0.3	0.7
Cc1ccc(C)c(OCC(=O)Nc2ccc(N3CCOCC3)cc2)c1
 : -0.7	3	-6	3.2	0	-2	2	-2.4	-2.1	0.4	-1.1
COc1ccccc1C(=O)N1CCN(C(=O)[C@H]2O[C@@H](n3cnc(C(N)=O)n3)[C@H](O)[C@@H]2O)CC1
 : .	-11	-2	-0.9	-1	-1	9	-1.3	-0.3	.	-0.1
O=C(c1cccs1)N1CCN(C(=O)N2CCOCC2)CC1
 : 0.1	-3	1	-0.9	6	-2	-2	-1.7	-1.3	0.2	-0.2

Bioassay records from PubChem.
